High-throughput results (PubChem)
N-glyco inh: N-linked glycosylation inhibition. D54 ERlucT glycosylation luciferase reporter, 24 h; percent of 100 nM tunicamycin response. reporter increase, % at 12.5 µM. 360,000 compounds, 0.23% hits;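 active = mean luciferase reporter signal, scaled so untreated is 0 and the glycosylation-blocking control 100, at or above a set limit in every replicate; inconclusive = mean reaches the limit but not every replicate does; inactive = mean below the limit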;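 also: luciferase carries N-glycosylation sites so blocking glycosylation raises the light; 0% = median of neutral control wells and 100% = median of 100 nM tunicamycin wells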
CaV13 ICDI inh: Disruptors of the CACNA1D IQ motif to Ca2+-dependent inactivation inhibitor domain association, primary screening, Förster resonance energy transfer in intact living …. HEK cells, CFP/YFP FRET ICDI-IQ, plate reader, 10 min; percent FRET-ratio fall versus neutral wells. inhibition, % at 12.3 µM. 340,000 compounds, 0.098% hits. AID 743397;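 active = mean replicate inhibition of at least 30% and at least 1% of replicates passing that level; inconclusive = only one of the two criteria is met; inactive = neither criterion is met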;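 also: 0% = median of the neutral control wells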
PDI turbidity: PDI (human) enzyme inhibition. P07237. PDI insulin aggregation turbidity, A650, 90 min. inhibition, % at 10 µM. 350,000 compounds, 0.052% hits;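 active = mean inhibition across replicates of 30% or more, whatever share of single replicates reach that level; inconclusive = mean inhibition below 30% while every single replicate reaches 30%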;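 also: absorbance from insulin aggregation driven by PDI reduction with DTT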
aDG glyco act: increases alpha dystroglycan glycosylation; Pro5-aDG cells, alpha-DG glycosylation AlphaScreen (IIH6); 0% Pro5, 100% B10-LARGE cell signal; activation, % at 10 µM; 360,000 compounds, 0.22% hits;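 active = activation of at least 8% versus controls, or a plate z-score of at least 8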;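 also: Pro5 are CHO cells carrying HIG-tagged alpha-DG that lacks glycosylation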
MC4R barr agon: activates human MC4R beta-arrestin recruitment. P32245. U2OS MC4R beta-arrestin complementation, luminescence; percent of melanotan II response, DMSO zero. activation, % at 8.9 µM. 360,000 compounds, 0.98% hits;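 active = activation above a per-plate cutoff, the mean activation of sample wells on that plate plus 3 SD, cut at about 8% in these data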
H9c2 protect: protects H9c2 cardiomyocytes from peroxide injury; AID 588492; protection from H2O2 cell death, % at 20 µM; H2O2 injury protection, ATPLite, 2 h; 360,000 compounds, 0.63% hits;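 active = compounds giving at least 50% protection of heart cells from peroxide-induced death in the single-dose screen, raw or plate-pattern-corrected value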;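 also: 0% = DMSO wells with peroxide and 100% = DMSO wells without peroxide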
Vif imaging: inhibitors of HIV Vif; HEK293T cells, Vif self-association by quenched fluorescence, imaging, 24 h; inhibition, % at 7.49 µM; 340,000 compounds, 0.35% hits; AID 602346; in the data active = inhibition above about 50%, passing the limit was not always enough; inconclusive = no clear call, values can overlap the other calls; inactive = below about 31%; also: some results filed as inactive read as strong as hits
MC4R antagonist: blocks human MC4R cAMP signaling | P32245 | MC4R-expressing cells, MTII-stimulated cAMP, LANCE TR-FRET | inhibition, % at 6.5 µM | 360,000 compounds, 0.48% hits | AID 540295;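 active = inhibition above its plate's cutoff, the mean of tested wells on that plate plus 3 SD, cut at about 29% in these data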;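 also: 0% = Melanotan II alone and 100% = Melanotan II plus saturating MCL0020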
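Assay system: U2OS-MC4R stable cell line; Also added: Melanotan II; Technique: Eu-cAMP/anti-cAMP TR-FRET, emission 671 nm; Times: 30-min compound, 1-h challenge, 1-h detection, room temperature.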
ABCB6 inh 2: human ABCB6 transporter inhibition; Q9NP58; K562-ABCB6 porphyrin accumulation, flow cytometry, 1 h; stronger effect = lower value; fluorescence ratio to DMSO, % at 10 µM; 360,000 compounds, 0.19% hits; AID 602162;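 active = fluorescence ratio to DMSO below 75%, the collection mean minus 3 SD; inconclusive = too few cells collected in the well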;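 also: signal is porphyrin accumulated inside mitochondria; 100% equals median channel fluorescence of DMSO control wells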
Target sequence (Q9NP58 whole entry, looked up): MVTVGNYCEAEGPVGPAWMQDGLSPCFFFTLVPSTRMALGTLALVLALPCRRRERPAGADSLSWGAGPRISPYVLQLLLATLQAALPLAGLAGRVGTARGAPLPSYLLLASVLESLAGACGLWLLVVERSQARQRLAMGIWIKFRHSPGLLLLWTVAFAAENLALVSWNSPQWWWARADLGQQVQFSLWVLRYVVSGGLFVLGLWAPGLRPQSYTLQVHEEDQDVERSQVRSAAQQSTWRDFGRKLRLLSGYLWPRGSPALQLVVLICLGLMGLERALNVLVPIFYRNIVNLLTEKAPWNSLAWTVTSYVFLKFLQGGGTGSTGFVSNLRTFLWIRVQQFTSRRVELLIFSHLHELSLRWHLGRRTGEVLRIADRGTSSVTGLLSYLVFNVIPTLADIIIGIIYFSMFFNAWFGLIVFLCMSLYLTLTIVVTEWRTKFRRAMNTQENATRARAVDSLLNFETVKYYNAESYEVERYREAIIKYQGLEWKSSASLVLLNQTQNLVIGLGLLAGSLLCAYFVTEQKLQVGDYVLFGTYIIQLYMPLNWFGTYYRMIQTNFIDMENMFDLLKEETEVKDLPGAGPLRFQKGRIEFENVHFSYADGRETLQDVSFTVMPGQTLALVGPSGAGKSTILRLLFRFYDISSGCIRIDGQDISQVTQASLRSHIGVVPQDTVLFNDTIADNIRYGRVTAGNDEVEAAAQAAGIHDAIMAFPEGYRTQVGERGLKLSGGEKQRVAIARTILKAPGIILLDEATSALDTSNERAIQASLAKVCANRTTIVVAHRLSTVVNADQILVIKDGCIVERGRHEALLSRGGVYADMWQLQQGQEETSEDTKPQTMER
m5-HT2A agonist: agonists of mouse serotonin 5-HT2A receptor (HTR2A); P35363; AID 624169; CHO-K1 mHTR2A beta-arrestin complementation, luminescence; percent of 30 µM serotonin response; activation, % at 7.6 µM; 360,000 compounds, 0.66% hits;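 active = activation above a run cutoff, the mean activation of all tested compounds plus 3 SD, cut at about 14% in these data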;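 also: 0% = plate median of compound wells and 100% = 30 µM serotonin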
* hit, by the source's call; ? = inconclusive; nt = not tested or not shown.

SMILES	N-glyco inh	CaV13 ICDI inh	PDI turbidity	aDG glyco act	MC4R barr agon	H9c2 protect	Vif imaging	MC4R antagonist	ABCB6 inh 2	m5-HT2A agonist
O=C(NC1CCCC1)C1CCN(C(=O)c2ccc(-c3ccccc3)cc2)CC1	-1.2	-6.1	6.9	0.1	-1.5	-4.6	0.3	-1.2	102.0	-1.4
COc1ccccc1Oc1ccc2c(c1)C(=O)N(c1ccc(Br)c3cccnc13)C2=O	1.7	-3.9	-4.3	-0.2	-2.1	0.8	15.7	5.6	87.0	-0.3
COc1ccc(NC(=O)NCCCN2CCN(c3cc(C)ccc3C)CC2)cc1	-5.2	-5.9	nt	-0.1	1.3	3.8	-12.2	4.0	97.0	-10.6
CCCC(O)(CCN1CCOCC1)c1ccc(Cl)cc1 (centres undefined)	-1.7	-3.5	1.2	0.1	-2.7	-0.3	-2.1	2.4	99.0	-1.7
Cc1ccc(OCCOC(=O)c2cc(S(=O)(=O)N3CCCCC3)ccc2N2CCOCC2)cc1	-3.9	-7.0	3.3	2.6	-1.7	-26.4	-12.6	10.8	88.0	-1.4
Cc1cccc(C)c1Nc1nnc(SCc2cn3cccc(C)c3n2)s1	0.1	-3.7	3.8	0.1	1.0	-5.4	-5.2	12.1	100.0	3.8
CCOc1cc(Br)c(C(C)NC(=O)c2cccnc2)cc1OCC (centres undefined)	-1.3	-0.6	-1.5	0.1	-1.2	-5.9	7.3	9.1	94.0	-12.7
O=C1CC(CSc2ccc(Cl)cc2)=NN1	0.9	-4.8	-1.6	0.0	0.1	0.6	-0.1	-1.3	91.0	-1.1
O=C(NCc1ccccc1)c1c[nH]c2ccc(F)cc2c1=O	-0.4	-4.7	3.5	0.0	-1.2	-0.4	-5.7	-0.6	99.0	0.8
CCOC(=O)c1cc2sc(C)cc2n1CCCN1C(=O)c2ccccc2C1=O	-0.7	-5.2	19.7	0.0	-0.8	3.5	-12.3	7.0	100.0	5.9
CCCc1ccc(-c2ccc(F)c(N)c2)nc1	-21.6	nt	-8.1	0.0	-1.0	-23.9	1.6	0.8	103.0	-2.8
COc1ccc(-c2nnc(SC(C)C(=O)Nc3c(C)n(C)n(-c4ccccc4)c3=O)o2)cc1 (centres undefined)	2.8	nt	-4.4	-0.4	-1.0	6.7	-6.1	1.0	98.0	6.2
CN1CCC(n2[nH]c(-c3ccccc3)c(Cc3ccccc3)c2=O)CC1	2.0	-10.0	5.6	0.7	-0.4	2.3	8.5	-4.5	92.0	-4.2
COc1ccc(S(=O)(=O)N2CCC(C(=O)Nc3ccccc3N3CCCCC3)CC2)cc1OC	3.1	-6.9	-6.8	0.6	0.5	-1.0	nt	12.8	95.0	6.1
Cc1nc(NC(=O)C2CC2)sc1C(=O)N(C)C	-0.9	-4.6	10.4	0.1	-0.3	4.5	-8.8	5.3	95.0	1.7
O=C1Nc2c(Cl)cc(Cl)cc2C1=O	5.7	-8.6	-1.4	0.8	-1.8	0.5	8.9	-24.9	102.0	4.5
CC(=O)Oc1ccc(C(=O)Nc2cc(C)ccc2NC(=O)COc2ccccc2)cc1	3.1	-8.2	6.9	-0.2	0.3	8.0	nt	-6.8	95.0	-2.9
Cc1csc(/N=C/N(C)C)c1C#N	2.0	-4.9	0.6	0.0	-1.4	0.5	-5.1	1.1	108.0	-0.3
O=C(COC(=O)Cn1cnc2ccccc21)NCCC1=CCCCC1	1.5	-4.4	-3.9	0.6	-0.4	-3.9	nt	3.1	115.0	4.5
Cn1c(=NC(=O)c2ccc(S(=O)(=O)N3CCCc4ccccc43)cc2)sc2cc(S(C)(=O)=O)ccc21	-0.9	-4.2	-4.2	3.1	-0.3	-6.9	5.6	3.3	95.0	8.3
CN(CC(=O)Nc1cccc(F)c1)C(=O)c1cn(-c2ccccc2)nc1-c1ccc(Cl)cc1	-1.8	-13.2	3.7	1.8	-0.3	-15.5	5.7	12.2	97.0	-0.9
COC(=O)c1sccc1NC(=S)N1C(C)CCCC1C (centres undefined)	2.4	-5.2	8.2	0.1	1.2	13.4	-13.1	7.3	94.0	6.3
Cc1nc2ccc(S(=O)(=O)NC(C(=O)Nc3nccs3)C(C)C)cc2s1 (centres undefined)	1.5	-6.2	-5.1	0.1	-1.1	7.3	0.8	12.6	98.0	-4.7
Cn1cnnc1SCC(=O)Nc1ccc(S(=O)(=O)N2CCCC2)cc1	0.6	-7.0	2.6	0.0	-1.1	7.9	nt	9.3	100.0	-3.6
CCOC(=O)C1=CN(Cc2cccc(F)c2)S(=O)(=O)N(C)C1c1ccc2ccccc2c1 (centres undefined)	-3.6	-4.4	0.0	0.2	-0.7	-5.9	-2.2	-0.3	98.0	-2.0
Cc1cc(C)cc(NC(=O)CSc2ccccc2)c1	-1.1	-4.9	9.1	-0.2	-1.1	0.2	-13.6	-6.5	93.0	2.0
COc1ccc(C2NC(=O)CCC2[N+](=O)[O-])c(OC)c1 (centres undefined)	1.2	-1.8	-0.1	0.0	1.7	4.3	2.6	13.5	100.0	-1.2
O=C(NCC1CCCO1)c1onc(CSc2ccccc2)c1C(=O)O (centres undefined)	0.8	-9.8	-1.4	-0.1	-0.9	1.4	-2.4	6.6	103.0	-1.7
O=C(Nc1ccccc1)/C(=C\c1ccccc1)NC(=O)c1ccco1	-0.7	-5.0	-2.5	0.0	-1.0	2.1	0.6	2.3	99.0	1.1
Cc1ccccc1C(=O)Nc1ccc2c(c1)OCO2	-10.7	nt	6.7	0.0	-0.3	-34.4	0.8	0.0	85.0	-2.1
O=C(Nc1ccccn1)c1cc2ccccc2o1	-22.2	-8.9	2.8	0.1	1.2	-26.0	nt	4.7	104.0	-1.7
Cc1[nH]c2ccccc2c1C(=O)CSC(=S)N1CCCCC1	-3.8	-2.1	3.6	-0.1	-1.2	-5.0	-8.6	-7.6	97.0	-1.3
O=C(CCC(=O)OC(C(=O)c1ccccc1)c1ccccc1)Nc1ccccc1 (centres undefined)	1.2	-6.9	-2.7	0.4	1.0	12.4	-3.8	4.6	99.0	-1.1
CCOC(=O)C(Cc1ccccc1)C(=O)Nc1cccc2ccccc12 (centres undefined)	-1.3	-5.2	-8.5	0.1	-2.0	6.0	3.1	5.0	95.0	-1.9
COc1ccccc1C(=O)N1CCN(C(=O)COc2cccc(C)c2)CC1	0.2	-4.5	-0.4	0.0	1.1	-2.0	-27.2	-2.8	106.0	1.5
CCN(CC)c1ccc(/C=N/NC(=O)c2c(Cl)cnn2C)c(O)c1	-12.0	-4.0	2.1	1.5	-1.6	39.9	-9.8	4.2	103.0	-2.2
COc1cc2c(cc1OC)CN(Cc1cc(OC)c3c(c1)OCO3)CC2	0.6	-2.9	-11.0	0.1	-2.3	-1.5	-2.6	-0.7	101.0	-0.9
O=C1CCCC2=C1C(c1ccncc1)c1c(nc(SCc3ccccc3)[nH]c1=O)N2 (centres undefined)	-1.7	-4.8	-10.1	-0.2	-0.2	13.1	-2.6	11.2	99.0	-0.6
O=C(Nc1ccc(S(=O)(=O)N2CCOCC2)cc1)c1ccc(S(=O)(=O)N2CCOCC2)cc1	-0.5	-3.3	-12.0	-0.1	1.9	-6.9	3.6	3.5	96.0	7.5
CCOC(=O)Cc1csc(NC(=O)/C=C/c2ccc(Cl)cc2)n1	-2.5	-3.4	-0.9	1.6	-1.3	-12.9	-1.6	19.2	87.0	5.4
CCOC(=O)CN1C(=O)CC(c2ccc([N+](=O)[O-])cc2)C1=O (centres undefined)	0.9	-0.5	8.0	0.2	-2.3	-6.0	4.7	0.2	102.0	-0.2
COc1ccc(CCN2Cc3c(cccc3[N+](=O)[O-])C2=O)cc1OC	0.0	-4.9	-2.2	0.0	-1.7	-0.3	-3.9	16.0	97.0	0.0
O=C(CSc1ccccc1)Nc1cc(S(=O)(=O)N2CCOCC2)ccc1N1CCOCC1	-0.9	-4.7	-1.9	-0.5	-1.6	2.8	5.0	9.4	100.0	-9.3
CCN1CCN(C(=O)/C=C/c2ccc([N+](=O)[O-])cc2)CC1	3.1	-4.4	14.0	-0.1	-1.5	-2.4	16.4	3.6	98.0	-0.1
Cc1sc2ncn(CC(=O)NCC(=O)N(C)Cc3ccccc3)c(=O)c2c1C	-0.2	-3.9	-3.1	0.1	0.1	2.7	-1.2	-2.7	101.0	6.8

Look-ups from the entries so far:
Under H9c2 protect, COc1ccc(NC(=O)NCCCN2CCN(c3cc(C)ccc3C)CC2)cc1 has the entry 3.8
Under PDI turbidity, COc1ccc(CCN2Cc3c(cccc3[N+](=O)[O-])C2=O)cc1OC has the entry -2.2

(list continues)
SMILES	N-glyco inh	CaV13 ICDI inh	PDI turbidity	aDG glyco act	MC4R barr agon	H9c2 protect	Vif imaging	MC4R antagonist	ABCB6 inh 2	m5-HT2A agonist
CCc1noc(C)c1C(=O)N1CCN(S(=O)(=O)c2ccc(C(C)C)cc2)CC1	-0.8	-6.6	4.8	0.3	-3.4	-0.4	-7.5	4.9	99.0	1.9
COc1ccc(NC(=O)Nc2ccc3c(c2)C(=O)N([C@H](C)CO)C[C@H](C)[C@@H](CN(C)C(=O)NC(C)C)O3)cc1	1.9	-6.0	3.8	0.2	-1.9	8.8	-1.6	3.9	98.0	7.0
CCN(C(=O)COC(=O)c1c(-c2ccccc2)noc1C)C1CCS(=O)(=O)C1 (centres undefined)	0.7	-5.2	9.4	0.2	0.0	-3.4	6.0	1.0	100.0	5.3
O=S(=O)(NC1CCCCC1)c1ccc(Br)cc1	0.0	nt	-10.9	0.3	0.4	-6.5	nt	7.6	196.0	4.3
O=C(NCc1ccc(-c2nc3ccccc3s2)cc1)c1ccco1	-3.4	-2.2	8.7	-0.1	-0.8	-4.4	-3.3	0.5	105.0	-5.7
CC(NC(=O)c1ccc(C(=O)c2ccccc2)cc1)c1ccc(S(N)(=O)=O)cc1 (centres undefined)	-7.7	-6.5	4.2	-0.4	-2.6	-1.7	-1.2	-1.3	91.0	-3.4
O=C(CNC(=O)c1ccco1)OCC(=O)c1ccc(Cl)cc1Cl	2.3	-17.1	5.9	0.0	0.3	2.8	-1.9	7.5	101.0	5.5
CCn1c(=O)c(C(=O)NCCCc2ccccc2)c(O)c2ccccc21	1.1	0.0	0.8	0.0	1.0	15.4	-0.8	-4.3	100.0	-0.6
Cc1cccc(C)c1Nc1c(-c2ccccc2O)nc2ncccn12	-3.3	-6.5	-0.5	-0.3	-0.7	11.7	?	-0.2	90.0	-3.8
CCOC(=O)C1=C(CNCc2ccc(F)cc2)NC(=O)NC1c1cccc([N+](=O)[O-])c1 (centres undefined)	0.0	-16.2	2.5	-0.2	0.3	-3.3	-2.6	-14.6	97.0	5.9
